FN deposit inh – fibronectin deposition inhibition | hit rate 0.086% among 350,000 | AH1F fibroblasts, Alexa488-fibronectin deposition fluorescence, overnight | inhibition, % at 12.6 µM;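 active = mean inhibition across replicates of 30% or more, regardless of how many single replicates reach that level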;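 also: positive control wells lacked labelled fibronectin entirely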
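Assay system: AH1F fibroblasts assembling fluorescent fibronectin matrix; Amount: 10000 AH1F cells per well; Buffer or medium: DMEM, 2% serum; Probe or stimulus: Alexa488-fibronectin, 24 nM final in well; Doses: single compound dose, delivered by pin transfer; Incubation: 1 h adhesion, overnight exposure; Measured by: fluorescence 485/525 nm; Read-out: fibronectin deposition inhibition.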
SIRT5 block – inhibitors of human sirtuin-5 desuccinylase | hit rate 1.1% among 330,000 | inhibition, % at 15 µM | Purified SirT5, succinyl-peptide AMC, trypsin-coupled fluorescence; in the data active = inhibition above about 15%
Target sequence (Q9NXA8 whole entry, looked up): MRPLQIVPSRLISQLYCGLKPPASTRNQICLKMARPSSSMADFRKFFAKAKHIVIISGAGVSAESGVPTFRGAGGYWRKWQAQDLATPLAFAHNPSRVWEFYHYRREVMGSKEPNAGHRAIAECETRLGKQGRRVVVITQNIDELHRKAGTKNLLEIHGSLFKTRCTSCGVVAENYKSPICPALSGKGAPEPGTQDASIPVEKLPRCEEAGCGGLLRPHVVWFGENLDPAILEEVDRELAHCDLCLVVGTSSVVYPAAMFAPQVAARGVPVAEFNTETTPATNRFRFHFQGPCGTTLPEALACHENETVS
esBAF inh – inhibitors of esBAF chromatin remodeling in mouse ES cells. Bmi1-luciferase knock-in reporter, 24 h; 100% = twice the neutral-well signal. hit rate 2% among 350,000. reporter increase, % at 12.5 µM. AID 602393; in the data active = activation above about 40%;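 also: 0% = median of the plate's neutral control wells and 100% = double that signal; a rise in the Bmi1 reporter signal indicates esBAF inhibition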
S100A4 MyoIIA – inhibitors of human S100A4 binding to myosin IIA peptide; S100A4/TAMRA-MyoIIA peptide fluorescence polarization; inhibition, % at 10.7 µM; hit rate 0.14% among 360,000; AID 652163;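 active = mean inhibition of at least 70% across replicates, with every replicate also reaching that level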
Target sequence (P26447 whole entry, looked up): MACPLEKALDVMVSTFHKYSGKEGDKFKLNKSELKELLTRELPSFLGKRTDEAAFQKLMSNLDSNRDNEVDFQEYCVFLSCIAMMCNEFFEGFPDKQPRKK
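Material: S100A4 monomer (human). Medium: Calcium-containing HEPES buffer, pH 7.2. Probe or stimulus: labelled myosin peptide probe, 5 nM. Compound dosing: one concentration per compound. Timing: polarization read 5 min after assay mix addition, stable 5–60 min. Benchmarks: DMSO as neutral control, TFP as positive control.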
Statin myotox sup – protects C2C12 myotubes from simvastatin toxicity. ATP luminescence, 48 h; scaled: DMSO 0, geranylgeraniol control 100. rescue of ATP level, % at 7.49 µM. hit rate 0.78% among 330,000. AID 602340;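 active = mean ATP rescue above about 67%, or every replicate alone reaching that limit, limit read from the data, passing the limit was not always enough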;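 also: myotubes were challenged with 10 µM simvastatin during compound exposure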
LGR2 antag – inhibitors of bursicon-induced Drosophila LGR2 receptor cAMP signaling | HEK293 LGR2, CRE-luciferase, bursicon-stimulated, 4 h | inhibition, % at 9.99 µM | hit rate 0.35% among 380,000 | AID 720647;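 active = drop in luminescence signal, shown as inhibition above about 50% in the replicate tests, limit read from the data, passing the limit was not always enough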;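 also: agonist challenge used bursicon conditioned medium at about half maximal strength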
Casp6 inh – blocks human caspase-6 cleavage activity; purified caspase-6, Z-VEID-R110 cleavage fluorescence; inhibition, % at 12.5 µM; hit rate 0.53% among 350,000; AID 686996;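 active = mean inhibition across replicates at least about 35%, with every replicate also reaching that limit, limit read from the data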;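 also: 0% = median of neutral control wells and 100% = no fluorescence left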
Target sequence (P55212 24-179 limits assumed): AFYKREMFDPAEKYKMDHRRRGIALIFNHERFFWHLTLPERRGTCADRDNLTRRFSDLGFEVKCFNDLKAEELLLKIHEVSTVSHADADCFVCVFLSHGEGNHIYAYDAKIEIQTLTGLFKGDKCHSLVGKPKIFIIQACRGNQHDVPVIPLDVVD
Target sequence (P55212 194-293 limits assumed): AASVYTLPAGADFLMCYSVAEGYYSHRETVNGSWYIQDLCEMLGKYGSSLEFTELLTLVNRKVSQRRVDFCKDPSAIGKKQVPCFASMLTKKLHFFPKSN
Starred values were filed as active, the others as inactive; x = no result given; & = joins results of further samples. A portion of the library. The share of hits here may be higher or lower than overall.

SMILES	FN deposit inh	SIRT5 block	esBAF inh	S100A4 MyoIIA	Statin myotox sup	LGR2 antag	Casp6 inh
CCC(=O)N1[C@@H]2c3ccc(-c4cccc(F)c4)c(=O)n3C[C@H]1[C@H](CO)[C@H]2C(=O)OC	x	-13	-2	2	-11	-4	2
O=c1c2ccccc2nc(Cc2ccccc2)n1-c1ccc(O)cc1	5	-2	x	1	x	x	1
C[C@@H](N)Cc1cnc[nH]1	7	-2	-3	0	7	-11	-19
O=C(O)C1C2c3ccccc3C(=O)C1(C(=O)O)c1ccccc12 (stereo not given)	x	x	-2	11	-1	16	0
CCN(CCNc1ccc([N+](=O)[O-])c2cccnc12)S(=O)(=O)c1ccc(Cl)cc1	0	x	1	x	4	x	x
CCC(=NCCCN(C)C)c1c(O)n(-c2ccc(OC)cc2)c(=O)[nH]c1=O	-3	x	-7	x	-10	x	x
O=C(COC(=O)Cc1ccccc1)NCCNC(=O)COC(=O)Cc1ccccc1	4	0	-6	-6	0	9	-5
COC(=O)[C@@H]1[C@@H](CO)[C@@H]2Cn3c(ccc(-c4ccc(F)cc4)c3=O)[C@H]1N2Cc1cccnc1	x	-9	0	19	-6	-4	0
CCCOC(=O)C1C2c3ccccc3C(c3ccccc32)C1C(=O)O (stereo not given)	13	-2	x	0	x	-8	7
Cc1ccccc1OP(N)(=O)Oc1ccccc1C	-2	1	x	-11	x	-4	-1
COc1ccc2c(c1)[C@@]13CCCCC1[C@@H](C2)NCC3 (stereo not given in full)	x	x	x	-2	x	15	0
Cc1cc(OCC(=O)NCc2ccc(S(N)(=O)=O)cc2)c2c3c(c(=O)oc2c1)CCC3	-7	4	1	15	3	-6	1
Oc1ccc2c3c1O[C@H]1c4[nH]c5ccccc5c4C[C@@]4(O)[C@@H](C2)N(CC2CC2)CC[C@]314	-4	0	1	3	-5	x	2
O=C(CCc1ccc(O)cc1)N1C[C@H]2C[C@@H](C1)c1cccc(=O)n1C2	x	1	-2	5	18	-11	-2
O=C1NC(=S)NC(=O)C1Cc1ccccc1	5	-3	x	15	x	-8	-1
O=C(NCC1=C(c2ccc3ccccc3c2)C[C@@H]2CC[C@H]1N2Cc1ccco1)c1ccc([N+](=O)[O-])cc1	1	-2	-2	-5	-11	12	-2
CCC1([N+](=O)[O-])COP(N)(=O)OC1 (stereo not given)	-8	-2	6	-4	8	-3	-3
Nc1c(C(=O)NCCN2CCOCC2)c2nc3ccccc3nc2n1Cc1ccccc1	4	-3	x	-6	x	-2	0
CNC(=O)ON(C(=O)NC)C1N(C)C(=S)SC1(C)C (stereo not given)	2	x	-3	x	5	x	x
CC(Cc1ccccc1)NC(=O)C(c1ccc(N)cc1)c1ccc(N)cc1 (stereo not given)	-24	-5	1	-7	-9	19	-2
COC(=O)C1=C(c2ccc(C(C)=O)cc2)C[C@@H]2CC[C@H]1N2C(=O)N1CCC(O)CC1	-16	0	0	2	0	-11	0
CC(C)c1c(CN(C)C(C)Cc2ccccc2)n(C)n(-c2ccccc2)c1=O (stereo not given)	0	-4	-4	-3	0	-1	0
O=C1CC(=O)N(Cc2ccccc2)C(=S)N1	2	7	-7	-5	6	20	28
C[C@H](CO)N1C[C@H](C)[C@H](CN(C)C(=O)Oc2ccccc2)OCc2ccccc2-c2c(n(C)c3ccccc23)C1=O	6	6	x	11	x	3	1
Cc1ccc(N2C(=O)NC(=O)/C(=C\c3cc(C)n(-c4cc(C(=O)O)cc(C(=O)O)c4)c3C)C2=O)cc1	5	4	0	-6	-4	1	22
Cc1cccc(CSc2nc3c(cc2C#N)CN(C)CC3)c1	x	-2	2	-9	7	8	-6
C/C(=N\NC(=O)c1ccncc1)c1c(O)n(-c2ccccc2)c(=O)[nH]c1=O	7	0	x	-2	x	7	0
COc1ccc(C#Cc2ccc([C@@H]3[C@@H](CO)N4CCCCN(C(=O)Cc5ccncc5)C[C@@H]34)cc2)cc1	x	6	x	-14	x	-7	1
CN1CCc2c(c(N3CCCCC3)nc3n[nH]c(N)c23)C1	-2	x	-8	x	-16	-3	x
CN1CCCN(C(=O)COc2ccccc2)CC1	x	0	-6	-1	0	4	-3
CCN1C[C@]2(COC)CC[C@H](O)[C@@]34C5C[C@@H]6[C@@H](OC)C[C@@](O)(C5[C@H]6O)[C@](O)([C@@H](OC)C23)[C@@H]14 (stereo not given in full)	x	4	6	-2	-1	-6	1
Clc1ccc2nc3c(c(-c4ccccc4)c2c1)CNCC3	x	0	x	-1	x	11	-6
COc1ccc(CCNCc2ccc(Br)cc2)cc1OC	2	-2	-7	-6	-5	16	-3
O=C(c1ccc(CS(=O)(=O)c2ccccc2)o1)N1CCC2(CC1)OCCO2	-5	x	-6	x	-3	x	x
CSc1nc(N)c(N=Nc2ccc([As](=O)(O)O)cc2)c(=O)[nH]1	2	3	-42	4	-11	-3	x
C=CCN1C(=O)/C(=C/c2cc(C)n(-c3cccnc3)c2C)C(=O)NC1=S	-5	2	x	-34	x	-8	25
COc1ccc(CNC(=O)CCC(=O)N2C[C@H]3C[C@H](C2)c2cccc(=O)n2C3)cc1OC	x	x	-3	-3	-7	x	-1
CC(=O)N1CCC2(CC1)CC(=O)c1cc(OCC(=O)N3CCN(C)CC3)ccc1O2	-5	x	-10	x	-13	21	x
O=c1[nH]c2ccccc2n1C1CCN(C(c2ccnc3ccccc23)c2nnnn2-c2ccc3c(c2)OCCO3)CC1 (stereo not given)	16	1	-4	-3	-34	9	x
CCCC(=O)NC(Oc1ccc(OC)cc1)C(Cl)(Cl)Cl (stereo not given)	-4	-2	x	-3	x	16	0
CC(C)Cc1nc(N2CCNCC2)c(C#N)c2c1CCC2	-10	-1	x	3	x	-10	-3
COC(=O)C1=C(c2ccc(Cl)c(C(F)(F)F)c2)C[C@@H]2CC[C@H]1N2C(=O)NC(C)C	-13	-1	-1	-4	-13	19	2
CC(C)N1CCN(Cc2c[nH]c3ccccc23)CC1CCO (stereo not given)	-4	x	3	-2	10	11	-15
CCOC(=O)C1(CCOc2ccccc2)CCN(Cc2ccccc2OC)CC1	-2	-2	-7	0	1	6	1
CSc1nc(C)c(Br)c(N2CC2)n1	1	x	-4	0	-12	-9	-9
O=C(Cc1ccccn1)N1CCCCN2[C@@H](CO)[C@H](c3ccc(Br)cc3)[C@@H]2C1	x	2	-2	-2	-11	-15	-1
NC(Cc1ccccc1)c1nc(-c2ccccc2)no1 (stereo not given)	6	-1	x	0	x	-9	-6
Cc1ccc(S(=O)(=O)CC(=O)c2cc(C)c(OC(=O)N(C)C)c(C)c2)cc1	2	-2	x	2	x	2	3
CC(C)(C)c1ccc(O)c(CN2CCN(c3ccccc3)CC2)c1	-6	x	-3	x	7	x	x
Cc1nn(C)c(C)c1/C=C1/CC2C3CC=C4CC(O)CCC4(C)C3CCC2(C)C1=O (stereo not given)	1	x	-5	x	-5	x	x

The last 3 records of the section above come first, to join the parts:
SMILES	FN deposit inh	SIRT5 block	esBAF inh	S100A4 MyoIIA	Statin myotox sup	LGR2 antag	Casp6 inh
Cc1ccc(S(=O)(=O)CC(=O)c2cc(C)c(OC(=O)N(C)C)c(C)c2)cc1	2	-2	x	2	x	2	3
CC(C)(C)c1ccc(O)c(CN2CCN(c3ccccc3)CC2)c1	-6	x	-3	x	7	x	x
Cc1nn(C)c(C)c1/C=C1/CC2C3CC=C4CC(O)CCC4(C)C3CCC2(C)C1=O (stereo not given)	1	x	-5	x	-5	x	x
CCCCn1c(=O)c(C(=O)Nc2cccc(C)c2)c(O)c2ccccc21	-2	-2	21	11	-3	-7	0
CCC(=O)OC1CCC2C3CCC4CC(=O)C=CC4(C)C3CCC12C (stereo not given)	-10	2	3	-5	-5	x	2
O=c1[nH]c(=S)n(CCC2=CCCCC2)c(O)c1/C=N/N1CCOCC1	4	-2	x	-15	x	x	5
O=C(c1ccc2c(c1)OCO2)C1CCCN(Cc2ccccn2)C1 (stereo not given)	1	-1	-2	-8	-6	22	-2
CC(=NCC1CCCO1)c1c(O)n(-c2ccc(Cl)cc2)c(=O)[nH]c1=O (stereo not given)	2	x	-9	x	-1	x	x
CCN(CC)c1ccc(CNCCc2ccc(F)cc2)cc1	8	10	-12	1	-1	-5	-6
COCCn1c(O)c(/C=N/NC(=O)CSC(=S)N2CCCC2)c(=O)[nH]c1=S	12	2	2	-1	3	15	0
COc1ccc(-n2nnnc2C(CCc2ccccc2)N2CCC3(CC2)C(=O)NCN3c2ccccc2)cc1 (stereo not given)	-6	12	-3	6	-19	28	-2
COc1ccc(N2C(=O)/C(=C/c3ccco3)C(=O)NC2=S)cc1	2	44*	-13	-25	-4	-7	-1
Cc1ccc(/C=C2/C(=O)NC(=O)N(Cc3ccc(F)cc3)C2=O)o1	-6	-4	x	16	x	11	4

Entries of single compounds, quoted from the list:
CCC(=O)OC1CCC2C3CCC4CC(=O)C=CC4(C)C3CCC12C (stereo not given) as listed: FN deposit inh: -10; SIRT5 block: 2; esBAF inh: 3; S100A4 MyoIIA: -5; Statin myotox sup: -5; LGR2 antag: x; Casp6 inh: 2
CCCCn1c(=O)c(C(=O)Nc2cccc(C)c2)c(O)c2ccccc21 as listed: FN deposit inh: -2; SIRT5 block: -2; esBAF inh: 21; S100A4 MyoIIA: 11; Statin myotox sup: -3; LGR2 antag: -7; Casp6 inh: 0
Cc1ccc(/C=C2/C(=O)NC(=O)N(Cc3ccc(F)cc3)C2=O)o1 as listed: FN deposit inh: -6; SIRT5 block: -4; esBAF inh: x; S100A4 MyoIIA: 16; Statin myotox sup: x; LGR2 antag: 11; Casp6 inh: 4

More entries.
SMILES	FN deposit inh	SIRT5 block	esBAF inh	S100A4 MyoIIA	Statin myotox sup	LGR2 antag	Casp6 inh
Cn1ccnc1P(=S)(c1nccn1C)c1nccn1C	x	2	-8	3	6	4	1
COc1ccc(-c2ccc([C@@H]3[C@H]4CN(C(=O)Cc5ccncc5)CCCCN4[C@H]3CO)cc2)cc1	x	-3	6	17	-7	4	0
CN(C)C(=O)Oc1c(Cl)cc(Cl)c2cccnc12	2	3	-8	0	5	-7	-3
O=C(NCCN1CCC2(CC1)C(=O)NCN2c1ccccc1)c1ccccc1C(F)(F)F	4	-2	x	-2	x	-3	1
COc1cccc(NP2(=O)OCC(C)([N+](=O)[O-])CO2)c1 (stereo not given)	-2	-8	x	-6	x	5	0
Cc1ccc(-c2cc(-c3ccc(C)cc3)[n+](-c3ccc(C(=O)O)cc3)c(-c3ccc(C)cc3)c2)cc1	15	0	2	42	-1	-18	4
CN(C)C(=O)Oc1cccc(NC(=O)c2ccccc2C(F)(F)F)c1	-5	1	x	1	x	12	-2
CC(Cc1ccccc1)/[N+]([O-])=C\c1ccc(C(F)(F)F)cc1 (stereo not given)	-11	-2	76*	10	3	-120	-1
Clc1ccc(COC(Cn2ccnc2)c2ccc(Cl)cc2Cl)cc1 (stereo not given)	-10	1	-12&-5	-10&-2	-7	24	3
CN(C)C1(CNC(=O)c2cc(S(=O)(=O)N3CCOCC3)c(Cl)cc2Cl)CCCCC1	1	3	x	14	x	-9	4
C[C@]12CCC3C(CC[C@H]4C[C@H](O)CC[C@]34C)C1CCC2=O (stereo not given in full)	5	x	-10	-3	2	17	-1
O=C(Cc1ccccc1)N1C[C@H]2[C@@H](c3ccccc31)[C@H](CO)N2Cc1ccccc1	x	-4	1	-6	2	14	1
C1=NCCc2c1[nH]c1ccccc21	-3	9	4	-21	-11	18	-11
COC(=O)C1=C(c2ccc(OC(F)(F)F)cc2)C[C@@H]2CC[C@H]1N2C(=O)NCCCOC(C)C	-4	x	-2	-1	9	-13	1
CN(C)c1ccc(CN2CC=C(c3ccc(F)cc3)CC2)cc1	0	x	-8	x	22	13	x
C[C@]12CCC3C(CC[C@H]4C[C@@H](O)CC[C@]34C)C1C[C@H](Br)[C@@H]2O (stereo not given in full)	7	x	-5	-3	-5	9	-1
O=c1[nH]c2ccccc2n1C1CCN(C(c2nnnn2C2CCCC2)C2CC2)CC1 (stereo not given)	8	2	0	2	2	-2	1
CN1C(=O)CN=C(c2ccc[nH]2)c2cc(Cl)ccc21 (tested in a mixture with another compound)	2	0	x	-11	x	-13	2
Clc1ccccc1NC1=NCCCS1	5	x	-9	-7	7	-9	4

Assay outcomes (PubChem BioAssay)
